High-throughput results: PubChem BioAssay, National Center for Advancing Translational Sciences (NCATS)
Mito fusion act – qHTS Assay for Small Molecule Inhibitors of Mitochondrial Division or Activators of Mitochondrial Fusion. actives 0.23% (n = 320,000). S. cerevisiae fusion-defective mutant growth rescue, CellTiterGlo 48 h. Potency, µM (titrated, usually from 46.1 µM), inactives show at the highest dose growth rescue (activation), most hits filed as activators;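 further: potency means the concentration at half of the fitted maximal effect; % of control where 0% means no effect; nearly all actives have a fitted effect of over 45% in size; temperature-sensitive fusion mutants such as fzo1-1 at 37 °C on non-fermentable ethanol glycerol medium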
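Growth-rescue viability read-out: after 48 h at the non-permissive 37C in glycerol/ethanol YPEG, yeast mitochondrial fusion mutants are measured by CellTiterGlo luminescence; compounds (23 nl pinned per well) restoring growth score as division inhibitors or fusion activators.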
ELG1 DNA repair – qHTS screen for small molecules that inhibit ELG1-dependent DNA repair in human embryonic kidney (HEK293T) cells expressing luciferase-tagged ELG1; HEK293T ELG1-luciferase reporter, luminescence, 16 h; DNA damage induced by 5-fluorouridine; Potency, µM (doses to about 46.1 µM), for inactives: at the top dose activity change, negative = inhibition, most hits filed as inhibitors; actives 2.3% (n = 330,000); AID 504467, 2011; further: potency means the concentration at half of the fitted maximal effect; on the % scale 0 is the no-effect control and ±100 the full control effect; nearly all actives have a fitted effect of over 55% in size
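Step one: seed 2,000 cells per well. Step two: pin-transfer compound or DMSO alongside 5-fluorouridine. Step three: incubate 16 hr, 37 °C, 5% CO2. Step four: add ONE-Glo, wait 30 min, read luminescence.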
KCNH2 3.1 block – qHTS for Inhibitors of KCHN2 3.1: Mutant qHTS; Potassium voltage-gated channel subfamily H member 2, brain isoform KCNH2 3.1 (human); U2OS KCNH2 3.1, thallium flux FluxOr; active compounds read low; activity change, % (tested at about 1.8 µM); actives 0.95% (n = 340,000);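 active means maximum activity change below -70%; inconclusive means maximum activity change from -70% to -50%; inactive means maximum activity change above -50%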;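 further: thallium influx rate constant from kinetic fluorescence after stimulation buffer; on the % scale 0 is the no-effect control and ±100 the full control effect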
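Thallium flux via FluxOr fluorescence (Red40 quencher, 45 min loading) in U2OS cells virally expressing the KCNH2 3.1 isoform (1.77 x 10^8 /mL virus, overnight at 37 C). Rate constants from 2-min kinetic reads post-stimulation, normalised to positive and negative controls.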
TRPV1 ag – HTS Assay for Compounds that Act as Agonists of the Vanilloid Receptor 1 | TRPV1-expressing cells, Fluo-8 calcium influx, agonist mode | actives 0.19% (n = 320,000) | Transient receptor potential cation channel subfamily V member 1 (Homo sapiens), Q8NER1 | AID 540275, 2011 | activation, % at 8.33 µM; in the data active means activation above about 80%; inconclusive means between about 30% and that limit; further: 0% is about no effect
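Fluo-8 calcium influx in TRPV1-expressing cells, kinetic read (ex 480/em 520 nm). Compound added and read 3 min for agonist activity, followed by capsaicin at EC20 final and 2 min further read for enhancement.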
TCR act – Activators of T cell receptors: qHTS campaign | primary human leukocytes, anti-CD3, IL-2 HTRF, 48 h | Potency, µM (highest dose often 9.22 µM), inactives show at the top dose activation of IL-2 secretion, actives largely listed as activators | 330,000 tested, under 10 active | AID 504894, 2011; further: % of control where 0% means no effect
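Compounds are tested in HTS on primary human leukocytes co-incubated with a-CD3 beads for 48 hr. IL-2 output is measured by time-resolved FRET.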
TSHR antagonist – Antagonists of the Thyroid Stimulating Hormone Receptor: HTS campaign. AID 504810, 2011. TSHR-expressing cells, TSH-stimulated cAMP HTRF, 2 h; active compounds read low. actives 0.2% (n = 330,000). activity change, negative = inhibition, % at 11.5 µM. Thyrotropin receptor (Homo sapiens), P16473;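 active means activity change below a set negative limit, meaning inhibition stronger than a set level, cut at about -70% in these data; inconclusive means activity change between two set negative limits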; further: on the % scale 0 is the no-effect control and ±100 the full control effect
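Inhibition of cAMP made by TSHR-expressing cells under TSH stimulation (4nM final, EC80; 2 h, 37 deg C) is quantified with a one-step lysis HTRF kit, anti-cAMP cryptate versus cAMP-d2.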
USP2a inh – qHTS Assay for Inhibitors of Ubiquitin-specific Protease USP2a Using CHOP2 as the Reporter | USP2 core, Ub-CHOP2 coupled fluorogenic reporter, 485/531 | Potency, µM (titrated, usually from 38.3 µM), without a hit: at the highest dose activity change, negative = inhibition, hits mostly inhibitors | actives 0.01% (n = 330,000) | AID 463254, 2010;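 further: potency means the concentration at half of the fitted maximal effect; plate controls were DMSO wells for no effect and full inhibition by NEM control for full effect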
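Cell-free coupled assay: 10nM USP2 core preincubated 30min RT with compound in Tris-HCl pH 8.0/CaCl2/CHAPS buffer, then 25nM Ub-CHOP2 and 25nM reporter substrate; fluorescence (Ex 485/Em 531) read after 60min RT, normalized to NEM inhibition, concentration-response curves fitted.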
AT treatment – qHTS Assay for Identifying a Potential Treatment of Ataxia-Telangiectasia | Potency, µM (highest dose often 57.5 µM), for inactives: at the highest dose activation, actives largely listed as activators | actives 0.19% (n = 320,000) | AID 485349, 2010 | […] A-T fibroblasts, KAP-1 phosphorylation AlphaLISA; neocarzinostatin DNA damage 30 min before lysis; further: potency means the concentration at half of the fitted maximal effect; % of control where 0% means no effect; nearly all actives have a fitted effect of over 45% in size
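ATM-like activity read as KAP-1 phosphorylation via AlphaLISA donor/acceptor antibody pairs after lysis and 6 hr at 25C. Cells were ATM-null patient fibroblasts ([…], hTERT), dosed 60 min, then exposed to the DSB inducer NCS for 30 min.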
Eya2 inh – qHTS Assay for Inhibitors of the Phosphatase Activity of Eya2; AID 488837, 2010; actives 0.006% (n = 330,000); recombinant Eya2, OMFP fluorescence dephosphorylation (OMFP is methylfluorescein phosphate); Protein phosphatase EYA2 (Homo sapiens), O00167; Potency, µM (doses to about 76.9 µM), without a hit: at the top dose activity, negative = inhibition, most hits filed as inhibitors; further: potency means the concentration at half of the fitted maximal effect; on the % scale 0 is the no-effect control and ±100 the full control effect
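Eya2 (0.2 uM) preincubated 10 min at ambient with compound, then OMFP substrate added at 50 uM; 10 min reaction in 50 mM HEPES pH 7.5, 50 mM NaCl, 5 uM MgCl2, 0.05% BSA, 1 mM DTT. Fluorescence read at Ex 485/Em 525 nm.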
KCNH2 WT inh – qHTS for Inhibitors of KCHN2 3.1: Wildtype qHTS; U2OS, BacMam KCNH2, thallium flux FluxOr; active compounds read low; activity change, % at 1.84 µM; actives 0.37% (n = 340,000);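 active means maximum activity change below -70%; inconclusive means maximum activity change between -70% and -50%; inactive means maximum activity change above -50%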; further: on the % scale 0 is the no-effect control and ±100 the full control effect
Target sequence (Q12809 whole entry, looked up): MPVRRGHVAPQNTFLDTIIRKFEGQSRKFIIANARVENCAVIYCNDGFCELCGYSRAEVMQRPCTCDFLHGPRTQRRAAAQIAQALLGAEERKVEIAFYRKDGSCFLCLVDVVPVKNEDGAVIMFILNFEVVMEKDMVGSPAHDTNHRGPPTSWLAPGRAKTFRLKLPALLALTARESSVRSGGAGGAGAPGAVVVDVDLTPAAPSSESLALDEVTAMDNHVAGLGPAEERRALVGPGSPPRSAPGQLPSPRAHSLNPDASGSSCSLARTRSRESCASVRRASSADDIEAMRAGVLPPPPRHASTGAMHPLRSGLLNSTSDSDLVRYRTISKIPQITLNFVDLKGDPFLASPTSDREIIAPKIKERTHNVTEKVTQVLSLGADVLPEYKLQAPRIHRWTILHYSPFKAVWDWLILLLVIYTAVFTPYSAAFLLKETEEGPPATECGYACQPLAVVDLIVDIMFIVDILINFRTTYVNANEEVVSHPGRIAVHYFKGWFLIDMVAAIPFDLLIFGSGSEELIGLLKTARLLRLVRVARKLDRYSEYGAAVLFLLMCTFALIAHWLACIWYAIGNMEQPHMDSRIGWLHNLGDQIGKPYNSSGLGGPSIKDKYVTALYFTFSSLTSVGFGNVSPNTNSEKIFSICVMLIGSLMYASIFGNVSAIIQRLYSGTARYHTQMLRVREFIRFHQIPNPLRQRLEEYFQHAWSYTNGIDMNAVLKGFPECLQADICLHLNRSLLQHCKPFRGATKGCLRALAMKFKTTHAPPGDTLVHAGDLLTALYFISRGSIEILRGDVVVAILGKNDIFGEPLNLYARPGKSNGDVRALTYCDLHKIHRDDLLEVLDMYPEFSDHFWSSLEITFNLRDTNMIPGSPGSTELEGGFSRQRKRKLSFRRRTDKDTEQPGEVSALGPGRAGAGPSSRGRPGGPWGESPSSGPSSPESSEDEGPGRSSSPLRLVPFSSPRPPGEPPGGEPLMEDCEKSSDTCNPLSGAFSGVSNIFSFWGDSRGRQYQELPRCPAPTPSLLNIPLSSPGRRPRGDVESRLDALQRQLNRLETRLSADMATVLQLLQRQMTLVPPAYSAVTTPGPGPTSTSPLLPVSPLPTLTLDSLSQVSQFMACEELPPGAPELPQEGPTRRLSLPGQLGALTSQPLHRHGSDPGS
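U2OS cells transduced with wild-type KCNH2 virus are loaded with FluxOr dye for 45 min, and thallium flux is measured in kinetic reads before and after stimulation buffer. Rate constants are normalized to DMSO controls.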
* marks the source's active call; other numbers are inactive results; ? = inconclusive; · = not tested or not shown; & = joins results of further samples; [ ] = another dose, or the depositor's remark. Unless noted, the call rests on the fitted dose curve; in most records, active means well fitted curve in the direction sought with a large enough effect; inconclusive means small, poorly fitted or top-dose-only effect, or another doubt; inactive means no such curve, though single readings can be large; an effect the other way counts as inactive or inconclusive. Some of the compounds tested; the hit share may differ from the screen's.

| # | Molecule | TRPV1 ag | Mito fusion act | Eya2 inh | TCR act | ELG1 DNA repair | TSHR antagonist | KCNH2 WT inh | USP2a inh | AT treatment | KCNH2 3.1 block |
| --- | --- | --- | --- | --- | --- | --- | --- | --- | --- | --- | --- |
| 1 | COc1ccc(-c2csc(N(CCc3ccccc3)C(=O)COc3ccccc3)n2)cc1 | 8 | -3% | -4% | 7% | 2% | 5 | 5 | 3% | 3% | 0 |
| 2 | O=C(Nc1nnc(S(=O)(=O)Nc2ccccc2)s1)C1CCCCC1 | -2&0 | -2% | 0% | -1% | -16% | -4 | 5 | -1% | -5% | 3 |
| 3 | COc1ccc(OCc2cc(C(=O)N3CCCC(OC)C3)no2)c2ccccc12 (configuration not stated) | 30 | 0% | -8% | · | ? | 13 | -15 | 2% | -2% | -6 |
| 4 | CC1C(O)=C(c2nc3ccccc3[nH]2)C(=N)N1c1ccccc1 (configuration not stated) | 20 | 12% | -13% | · | ? | -1 | -9 | 2% | 2% | -13 |
| 5 | CC1=C(C(=O)OCc2ccccc2)C(c2cccc(F)c2)NC(=O)N1 (configuration not stated) | 7 | 2% | -4% | 3% | ? | 7 | 2 | -1% | -3% | -16 |
| 6 | Cc1nc(C(=O)NNC(=O)c2cccc(Cl)c2)c(C(F)(F)F)o1 | -1 | 7% | 9% | -1% | ? | 26 | -5 | 9% | -2% | -2 |
| 7 | CCc1sc(C(=O)NC(C)C2CCCO2)cc1Br (configuration not stated) | 4 | -1% | -1% | 3% | 4% | 10 | 5 | 1% | 4% | 5 |
| 8 | COc1cc(C(C)=O)ccc1Oc1ccc(S(=O)(=O)N2CCOCC2)cn1 | -2 | 2% | -9% | -3% | 0% | 12 | 15 | 1% | 2% | 2 |
| 9 | COc1ccc(S(=O)(=O)Cc2ccc(C(=O)N3CCN(c4ccc(Cl)cc4)CC3)o2)cc1 | · | 4% | 8% | -1% | ? | -14 | 13 | 2% | 16% | -11 |
| 10 | CCn1nc2cc(C(=O)NCc3cc(C(F)(F)F)cc(C(F)(F)F)c3)ccc2c1OC | -6 | 3% | 5% | 13% | ? | 5 | -3 | -1% | 6% | -1 |
| 11 | O=C1CC(NCCc2ccccc2)C(=O)N1CCc1ccccc1 (configuration not stated) | 6 | -4% | -8% | 2% | 6% | -5 | 3 | 0% | -2% | -4 |
| 12 | CS(=O)(=O)c1[nH]nc(-c2cccc(Cl)c2)c1C#N | 1 | -1% | 3% | 5% | 23% | 3 | 7 | 2% | 40µM* | 7 |
| 13 | CCOc1ccc(CNCc2ccc(C(=O)O)cc2)cc1OC | -3 | -3% | -8% | 5% | 13% | 8 | 2 | -2% | -2% | 10 |
| 14 | CSc1cccc(CNC(=O)C2CCC(=O)N(CCc3ccccn3)C2)c1 (configuration not stated) | 1 | -2% | 13% | 2% | -2% | 4 | 11 | 1% | 18% | 12 |
| 15 | CC[C@H](C)[C@H](NC(N)=O)C(=O)OCC(=O)NCc1ccc(Cl)cc1 | 2 | -8% | -30% | -22% | -13% | 4 | · | 3% | -2% | -19 |
| 16 | CCn1c(SCC(=O)NCCc2ccccc2)nc2c([nH]c3ccccc32)c1=O | 2 | 2% | -15% | -4% | ? | -2 | -7 | 1% | 1% | 3 |
| 17 | CCC(C)NCCCCOc1ccc(Br)cc1 (configuration not stated) | -5 | -10% | -1% | 1%[46.1 µM] | 3% | 6 | 29 | 0% | 4% | -20 |
| 18 | COc1ccccc1OCC(=O)Nc1ccccc1C(=O)N1CCCC1 | 1 | -3% | 3% | -4% | 1% | 1 | -2 | 2% | -3% | -4 |
| 19 | COc1ccccc1CNC(=S)NCCc1ccccc1 | ? | 11% | 0% | 2%[46.1 µM] | ? | -9 | 1 | 3% | 0% | -1 |
| 20 | CC(=O)Nc1ccc(NC(=O)CSc2nnc3ccc(-c4ccccn4)nn23)cc1 | -3 | -1% | 3% | 4% | -8% | -1 | -1 | 1% | -9% | 0 |
| 21 | CCCn1c(N)c(C(=O)CSc2n[nH]c(-c3ccccc3F)n2)c(=O)n(C)c1=O | -2 | 0% | 4% | -22% | ? | -26 | -5 | 1% | -5% | 4 |
| 22 | COc1cc(-c2nnc(COC(=O)c3c4c(nc5ccccc35)CCCC4)o2)cc(OC)c1OC | 3 | 5% | 11% | · | ? | -4 | · | 0% | -3% | · |
| 23 | CCN(CC(=O)NCc1ccc(Cl)cc1)C(=O)CCOc1ccc(C)cc1 | 1 | 11% | -4% | -2% | 0% | · | -13 | -3% | 12% | 10 |
| 24 | O=C(NNC(=O)c1c(F)cccc1F)c1sccc1-n1cccc1 | 1 | 3% | 1% | 0% | 3% | 11 | 8 | 1% | 2% | 15 |
| 25 | CCC(=O)N1CCc2cc(S(=O)(=O)NCCC(=O)N3CCc4ccccc4C3)ccc21 | 3 | 26% | 7% | -2% | ? | 0 | 7 | -1% | · | 4 |
| 26 | Cc1[nH]nc(SCC(=O)Nc2ccc(C#N)cc2)c1[N+](=O)[O-] | -5 | -6% | -6% | -1%[46.1 µM] | 29% | 57 | 6 | 8% | 7% | -21 |
| 27 | COc1ccc(Nc2nc(N3CCN(S(=O)(=O)N(C)C)CC3)nc3ccccc23)cc1 | 4 | 2% | -7% | 1% | ? | -7 | 0 | 2% | -11% | 12 |
| 28 | Cc1ccc(/C(O)=C2/C(=O)C(=O)OC2c2ccc(Cl)cc2)cc1 (configuration not stated) | 14 | 0% | 13% | 1% | 10% | 4 | 52 | 0% | -9% | -9 |
| 29 | O=Cc1cccn1-c1nccc(-c2ccco2)n1 | -2 | 16% | -3% | -1% | 5% | 33 | 1 | 2% | -13% | 1 |
| 30 | COc1cccc(C=Nc2ccc3c(c2)OCCO3)c1O | 2 | 0% | -3% | 5% | ? | -1 | -26 | 2% | 4% | 3 |
| 31 | O=C(CN1C(=O)c2ccccc2S1(=O)=O)c1ccccc1F | -1 | 0% | -13% | 5% | ? | 4 | 2 | 0% | 6% | 2 |
| 32 | NS(=O)(=O)c1ccc(CNC(=O)c2ccc(S(=O)(=O)NCc3ccco3)cc2)cc1 | 9 | 3% | 9% | · | 17% | -13 | 1 | 2% | 6% | 10 |
| 33 | CCN1C(=O)N[C@@H](CCc2ccccc2)[C@@H](C(=O)OC)[C@H]1C | ? | -4% | -5% | 7% | 13% | 9 | -16 | 8% | 3% | 2 |
| 34 | CCOC(=O)c1sc(NC(=O)C2CC(=O)N(c3ccccc3OC)C2)nc1C (configuration not stated) | 3 | -2% | 8% | 6% | 3% | -7 | -2 | 3% | 3% | 8 |
| 35 | COc1ccc2[nH]c3c(c2c1)CCN1C(=O)C(CC(=O)NCCc2ccccn2)C[C@H](C(=O)N2CCCCC2)[C@@]31C (some centres not stated) | · | · | 8% | -7%[46.1 µM] | ? | 8 | -3 | 4% | 3% | 4 |

Filtered by structure, the compounds so far with fluorine
| # | Molecule | TRPV1 ag | Mito fusion act | Eya2 inh | TCR act | ELG1 DNA repair | TSHR antagonist | KCNH2 WT inh | USP2a inh | AT treatment | KCNH2 3.1 block |
| --- | --- | --- | --- | --- | --- | --- | --- | --- | --- | --- | --- |
| 5 | CC1=C(C(=O)OCc2ccccc2)C(c2cccc(F)c2)NC(=O)N1 (configuration not stated) | 7 | 2% | -4% | 3% | ? | 7 | 2 | -1% | -3% | -16 |
| 6 | Cc1nc(C(=O)NNC(=O)c2cccc(Cl)c2)c(C(F)(F)F)o1 | -1 | 7% | 9% | -1% | ? | 26 | -5 | 9% | -2% | -2 |
| 10 | CCn1nc2cc(C(=O)NCc3cc(C(F)(F)F)cc(C(F)(F)F)c3)ccc2c1OC | -6 | 3% | 5% | 13% | ? | 5 | -3 | -1% | 6% | -1 |
| 21 | CCCn1c(N)c(C(=O)CSc2n[nH]c(-c3ccccc3F)n2)c(=O)n(C)c1=O | -2 | 0% | 4% | -22% | ? | -26 | -5 | 1% | -5% | 4 |
| 24 | O=C(NNC(=O)c1c(F)cccc1F)c1sccc1-n1cccc1 | 1 | 3% | 1% | 0% | 3% | 11 | 8 | 1% | 2% | 15 |
| 31 | O=C(CN1C(=O)c2ccccc2S1(=O)=O)c1ccccc1F | -1 | 0% | -13% | 5% | ? | 4 | 2 | 0% | 6% | 2 |
